# Nrf2 block: inhibitors of Nrf2 signaling; A549 ARE-Fluc reporter, luciferase luminescence, 18-24 h; Potency, µM (doses to about 46 µM), without a hit: at the top dose activity change, negative = inhibition, most hits filed as inhibitors; 360,000 tested, 2.1% active; AID 504444; note: potency is the fitted concentration of half-maximal effect; % is set by controls: 0 for no effect and ±100 for the full control effect; nearly all actives have a fitted effect of over 60% in size
#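 Nrf2 function is reported as luminescence of an ARE-controlled luciferase in A549 cells. Compounds were tested at several concentrations, and a CellTiter-Fluor read on the same wells flagged cytotoxicity.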
# ATXN viability: reduces viability in counter-screen for ATXN expression inhibitors; AID 651635; Potency, µM (titrated, usually from 56.7 µM), usual class: cytotoxic; S2 cells (HEK-293 line with an ATXN2-luciferase reporter) viability, CellTiter-Fluor protease fluorescence, 24 h; 400,000 tested, 0.49% active; note: potency is the fitted concentration of half-maximal effect; nearly all actives have a fitted effect of over 40% in size
# EPAC2 ag: activates human EPAC2 exchange factor; Q8WZA2; EPAC2 activation, biochemical qHTS; response scale: 100% = 6.5 mM cAMP response; Potency, µM (doses to about 154 µM), for inactives: top-dose activation, most hits filed as activators; 360,000 tested, 0.079% active; note: potency is the fitted concentration of half-maximal effect; nearly all actives have a fitted effect of over 50% in size
# Target sequence (Q8WZA2 whole entry, looked up): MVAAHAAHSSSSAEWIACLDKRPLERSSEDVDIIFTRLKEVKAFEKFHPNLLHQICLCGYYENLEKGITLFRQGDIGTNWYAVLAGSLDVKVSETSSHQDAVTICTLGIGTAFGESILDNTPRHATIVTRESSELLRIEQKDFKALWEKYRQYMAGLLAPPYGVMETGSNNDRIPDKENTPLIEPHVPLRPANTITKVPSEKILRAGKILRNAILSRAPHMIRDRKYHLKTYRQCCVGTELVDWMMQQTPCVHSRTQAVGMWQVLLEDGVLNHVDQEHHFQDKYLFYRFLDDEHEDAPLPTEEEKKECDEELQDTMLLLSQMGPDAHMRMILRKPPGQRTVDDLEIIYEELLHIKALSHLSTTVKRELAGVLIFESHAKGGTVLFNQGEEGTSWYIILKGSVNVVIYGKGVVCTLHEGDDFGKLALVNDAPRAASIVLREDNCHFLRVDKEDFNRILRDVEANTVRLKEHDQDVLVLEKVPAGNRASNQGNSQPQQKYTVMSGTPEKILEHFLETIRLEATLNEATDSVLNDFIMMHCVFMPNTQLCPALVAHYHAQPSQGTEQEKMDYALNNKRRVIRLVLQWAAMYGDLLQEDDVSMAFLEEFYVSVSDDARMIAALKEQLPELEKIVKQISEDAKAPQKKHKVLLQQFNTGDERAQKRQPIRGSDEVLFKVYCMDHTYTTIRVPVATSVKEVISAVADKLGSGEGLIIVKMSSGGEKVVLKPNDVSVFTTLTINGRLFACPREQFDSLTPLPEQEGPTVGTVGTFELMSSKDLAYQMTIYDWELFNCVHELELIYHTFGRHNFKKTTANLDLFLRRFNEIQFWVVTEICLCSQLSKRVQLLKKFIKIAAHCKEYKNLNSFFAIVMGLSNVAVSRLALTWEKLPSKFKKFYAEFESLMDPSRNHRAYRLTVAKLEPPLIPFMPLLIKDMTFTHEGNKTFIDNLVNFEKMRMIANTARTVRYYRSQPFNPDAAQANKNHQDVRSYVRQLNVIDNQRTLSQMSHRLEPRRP
#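 Guanine nucleotide exchange by EPAC2 is measured as reduced fluorescence of BODIPY-GDP once it is released from 250 nM Rap1B. Plates are read kinetically for 30 min at room temperature; results are scaled to 6.5 mM cAMP.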
# HepG2 tox: kills HepG2 cells in TGF-b inhibitor counter-screen; 410,000 tested, 0.76% active; Potency, µM (series often up to 46.1 µM), inactives show at the highest dose activity change, negative = cytotoxicity, usual class: cytotoxic; HepG2 CAGA-GFP viability, ATP luminescence, 18 h; note: potency is the fitted concentration of half-maximal effect; some results filed as inactive show a strong effect at the top dose
#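 HepG2 CAGA-GFP cells (1000/well, DMEM with 1% FBS) received compound, then TGF-beta at 500 pg/mL final, and were incubated 18 hours at 37 degrees C. Viability was read by CellTiter-Glo luminescence. Media-only wells were set as complete cell-killing and DMSO as no toxicity.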
# ATXN2 expr inh: ATXN2 expression inhibition | HEK-293 ATXN2-luciferase reporter, luminescence, 24 h | Potency, µM (highest dose often 57 µM), inactives show top-dose activity change, negative = inhibition, actives largely listed as inhibitors | 360,000 tested, 0.72% active; note: potency is the fitted concentration of half-maximal effect; % is set by controls: 0 for no effect and ±100 for the full control effect; nearly all actives have a fitted effect of over 55% in size
#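 qHTS (up to 57 uM final) was run with 24 h compound exposure of reporter cells at 37 °C. Each well was multiplexed: SteadyGlo luminescence measured ATXN2-luciferase expression after a fluorogenic Gly-Phe-AFC viability readout (25 uM final).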
# TGFb SMAD3 inh: TGF-b pathway inhibition. Potency, µM (series often up to 46.1 µM), for inactives: top-dose activity, negative = inhibition, hits mostly inhibitors. HepG2 CAGA-GFP TGF-b/SMAD3 reporter, GFP fluorescence, 18 h; TGF-beta stimulated, 500 pg/mL final. 410,000 tested, 1.2% active; note: potency is the fitted concentration of half-maximal effect; % is set by controls: 0 for no effect and ±100 for the full control effect; nearly all actives have a fitted effect of over 65% in size
#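 Inhibition of TGF-beta-driven CAGA-GFP reporter expression in HEPG2 cells is measured by cellular GFP fluorescence after 18 h stimulation with 500 pg/mL recombinant TGF-beta in 1% FBS medium at 37 degrees C.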
# IL2 activator: activates IL-2 in a cell-based reporter assay; activation, % (series mostly up to about 46 µM); 360,000 tested, 0.065% active; IL-2 activation reporter assay, cell-based qHTS; stimulated with anti-CD3/CD4/CD28 beads; in transgenic mouse T cells; AID 652025; in the data active = activation above about 50%; inconclusive = mostly about 30% to 49%; note: 0% is about no effect
#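 Readout: EGFP and DsRed signals by fluorescent plate cytometry. Unstimulated transgenic mouse T cells received compound 60 min before antibody-bead stimulation, then incubated 18 h at 37 degrees C.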
# Nrf2 activator: Nrf2 pathway activation | Potency, µM (doses to about 46.1 µM), inactives show at the highest dose activation, actives largely listed as activators | 410,000 tested, 0.31% active | AID 624171 | AREc32 ARE-luciferase reporter (MCF7-derived line), luminescence, 24 h; note: potency is the fitted concentration of half-maximal effect; % of control where 0% means no effect; nearly all actives have a fitted effect of over 65% in size
#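 For detection, Steady-Glo was added and plates sat 30 min at RT; before that, AREc32_Fluc cells grown overnight in OPTI-MEM/5% FBS had been treated with 23 nL compound for 24 hr at 37 deg C.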
# A549 tox: A549 cytotoxicity, counter-screen for Nrf2 inhibitors. A549 ARE-Fluc cells, CellTiter-Fluor viability, 18-24 h. Potency, µM (top dose mostly 46 µM), for inactives: at the highest dose activity change, negative = cytotoxicity, hits mostly inhibitors. 390,000 tested, 0.16% active; note: potency is the fitted concentration of half-maximal effect; % is set by controls: 0 for no effect and ±100 for the full control effect
#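 Cytotoxicity counterscreen: CellTiter-Fluor fluorescence was measured in A549 ARE_Fluc cells after 18-24 h of compound exposure in a concentration series. The subsequent BugLite luminescent read reports ARE-luciferase activity.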
# * = called active by the depositor; i = inactive; ? = inconclusive; · = no result given; & = joins results of further samples; [ ] = remark or other dose. Unless noted, calls come from the whole dose curve; as a rule, active = well fitted curve in the direction sought with a large enough effect; inconclusive = small, poorly fitted or top-dose-only effect, or another doubt; inactive = no such curve, though single readings can be large; an effect the other way counts as inactive or inconclusive.
SMILES,Nrf2 block,ATXN viability,EPAC2 ag,HepG2 tox,ATXN2 expr inh,TGFb SMAD3 inh,IL2 activator,Nrf2 activator,A549 tox
CCC(Sc1nc2n[nH]c(C)c2c(=N)n1-c1ccccc1Cl)C(=O)N(CC)CC (stereo not drawn),·,·,·,8.7%,·,2.0%,·,7.2%,3.9%
O=C1SCC(c2ccccc2)=NN1Cc1ccccc1,13.5%,i,7.0%,-16.4%,-1.2%,-1.3%,0.4,0.2%,1.9%
COC(=O)CCCn1cc(CN(C)C2CN(Cc3cn(CCCC(=O)OC)nn3)S(=O)(=O)C2)nn1 (stereo not drawn),·,i,10.2%,·,10.4%,·,0.3,-0.2%,·
CCc1nc(Nc2cc(OC)ccc2OC)c2oc3ccccc3c2n1,3.8%,i,11.9%,-3.2%,-12.3%,22.8%,-0.3,0.6%,2.3%
Cc1cc(C)c(S(=O)(=O)Nc2ccc3c4c(cccc24)CC3)c(C)c1,-10.9%,?,-6.5%,-38.7%,-31.2%,8.91µM*,-2.5,0.4%,?
Cc1cc(C)cc(NC(=O)CCCn2nc(C)c3c(C)n(-c4ccccc4)nc3c2=O)c1,?,i,0.7%,2.7%&-11.0%,·,-24.7%&0.0%,0.3,-0.4%&-0.6%,5.7%&14.2%
COc1cccc(CN2CC(C(=O)NCc3ccc(C)c(F)c3)CCC2=O)c1 (stereo not drawn),?,i,8.4%,0.0%,7.5%,-13.1%,-0.8,0.5%,10.8%
CC(NC(=O)CCC(=O)c1cccs1)c1ccccc1 (stereo not drawn),12.7%,i,2.6%,-1.4%,3.3%,?,0.1,-0.3%,-2.9%
CC(=O)c1ccc(NC(=O)C2CCN(S(=O)(=O)c3ccc4[nH]c5c(c4c3)CCCCC5)CC2)cc1,-4.9%,·,·,-1.2%,·,0.0%,·,-0.9%,-10.5%
COc1ccc(S(=O)(=O)N2CCOCC2)cc1NC(=O)CSc1nnc2c(n1)[nH]c1ccccc12,-28.5%,i,2.9%,-0.8%,-4.9%,-22.7%,-1.9,1.0%,-10.4%
COc1ccc(OC)c(S(=O)(=O)N2CCC(C(=O)NCc3ccccn3)CC2)c1,1.8%,i,7.3%,10.6%,3.1%,1.8%,-0.4,-0.4%,2.4%
CCOc1cc(N(CC)CC)ccc1/C=C(/C#N)c1nc2ccccc2[nH]1,-15.5%,?,3.6%,-4.0%,39.2%[activator],109.4%[activator],17.7,2.8%,?
CCN(C(=O)c1ccnn1C)c1ccccc1,-3.3%,i,11.1%,1.2%,-8.4%,-4.9%,-5.1,2.0%,4.8%
Cc1ccc(C(C)n2cc(C(=O)NCc3cccnc3)nn2)cc1 (stereo not drawn),2.9%,i,5.3%,-23.5%,3.8%,-0.5%,-2.5,1.4%,1.5%
O=C1c2ccccc2C(=O)N1CCCCCCN1C(=O)c2ccccc2C1=O,1.0%,i,6.1%,-0.5%,-1.0%,-1.2%,-0.6,2.2%,-2.2%
Cc1cc(C)nc(N(C#N)CC(=O)N2CCC(C(N)=O)CC2)n1,13.4%,i,2.0%,-19.8%,4.0%,-1.4%,-2.2,-0.5%,-3.3%
COc1ccccc1N1CCN(CC(=O)Nc2ccc(Cl)c(C(F)(F)F)c2)CC1,?,i,10.5%,-11.4%,-32.2%,?,-2.5,0.1%,-13.8%
Cc1ccc(C)c(N(CC(=O)NC(C)(C)C)C(=O)CCC(=O)Nc2nccs2)c1,3.7%,i,12.3%,-13.4%,0.1%,-10.2%,1.1,-0.1%,4.1%
COc1ccccc1NC(=O)CNS(=O)(=O)c1ccccc1,·,i,6.6%,-0.3%,3.2%,35.9%,0.4,0.1%,2.2%
C=CCOc1ccccc1CN1CCCC(CCC(=O)N(C)CCc2ccccn2)C1 (stereo not drawn),-5.1%,i,8.7%,-1.8%,-9.3%,0.2%,-0.2,0.4%,7.7%
COc1ccc([C@H]2C[C@@H](n3cc(C4CC4)nn3)[C@H](O)CN2CC2CCCCC2)cc1,·,?,2.7%,-69.1%,?,?,-3.0,5.8%,·
O=C(CSc1nnc(N2CCCC2)n1-c1cccc(Cl)c1)N1CCN(c2ccccn2)CC1,·,i,-3.0%,-23.1%,·,-11.5%,-2.8,5.5%,·
COc1ccc(C(C)=O)cc1COC(=O)CCCN1C(=O)c2ccccc2C1=O,3.4%,i,-6.4%,0.7%,5.3%[11.3 µM],-1.3%,-3.0,-0.5%,-2.1%
CCCOc1ccc(Nc2nc(SC)ncc2C(=O)OCC)cc1,-29.4%,i,·,-0.8%,9.5%,-3.3%,·,2.1%,0.2%
c1ccc2cc3[nH]c(CN4CCOCC4)nc3cc2c1,20.5%,i,-1.4%[15.6 µM],1.5%,8.7%,-3.7%,-1.0,5.1%,-3.3%
C[C@@H]1CN([C@@H](C)CO)C(=O)CCCn2nncc2CO[C@H]1CN(C)C(=O)Nc1ccc(-c2cccs2)cc1,·,?,5.1%,-22.7%,-13.8%,-1.7%,2.2,3.1%,·
CCC(=O)N1CCc2cc(S(=O)(=O)Nc3ccc4c(c3)OCCO4)ccc21,20.6µM*,i,-6.5%,0.5%,-13.2%,-9.8%,-2.3,0.5%,-17.4%
CCOc1ccc(NC(=O)C(Cc2ccccc2)N2C(=O)c3cccc4cccc(c34)C2=O)cc1 (stereo not drawn),-11.5%,i,6.3%,-9.1%,-14.9%,-0.1%,96.9*,2.7%,1.9%
Cn1cc(C(=O)Nc2ccc3c(c2)CCC3)cn1,?,i,-6.4%,-5.6%,0.0%,14.5%,0.5,0.1%,-11.9%
CCOC(=O)CC(=O)c1[nH]c(C)c(C(=O)OCC)c1C,21.2%,i,-7.3%,3.0%,19.9%,0.0%,-1.7,2.5%,6.9%
COc1ccc(-c2cc(-c3ccccc3)nc(SCC(=O)CC(=O)OC(C)C)c2C#N)cc1,1.0%,i,·,-1.1%,-26.8%,5.6%,·,-0.4%,-4.2%
COc1ccc(C(=O)OCC(=O)NCc2cccs2)c(OC)c1OC,-10.3%,?,4.5%,-12.6%,·,3.0%,-0.4,0.2%,-1.8%
CCc1noc(C)c1C(=O)OCC(=O)c1ccc(OC)c(OC)c1,-6.3%,i,15.5%,0.5%,-1.7%,8.6%,0.6,-0.1%,-3.3%
CCNC(=O)c1cc(S(=O)(=O)N(C)C)c(Cl)cc1Cl,-18.5%,i,1.5%,-6.8%,5.9%,18.9%,0.7,-0.7%,0.8%
O=C1c2ccccc2C(=O)C12Cc1ccccc1N1CCN(c3ccccc3)CC12 (stereo not drawn),12.5%,i,15.0%,-7.4%,-5.5%,19.5%,-1.7,-0.7%,8.5%
COc1ccc(N2CC(NC(=O)COc3cccc(C)c3)CC2=O)cc1OC (stereo not drawn),·,i,·,-5.8%,-9.6%,1.9%,·,2.8%,3.8%

# Quoted at random: 2 compounds from above
SMILES,Nrf2 block,ATXN viability,EPAC2 ag,HepG2 tox,ATXN2 expr inh,TGFb SMAD3 inh,IL2 activator,Nrf2 activator,A549 tox
COc1ccc([C@H]2C[C@@H](n3cc(C4CC4)nn3)[C@H](O)CN2CC2CCCCC2)cc1,·,?,2.7%,-69.1%,?,?,-3.0,5.8%,·
COc1ccc(C(C)=O)cc1COC(=O)CCCN1C(=O)c2ccccc2C1=O,3.4%,i,-6.4%,0.7%,5.3%[11.3 µM],-1.3%,-3.0,-0.5%,-2.1%

# Next part.
SMILES,Nrf2 block,ATXN viability,EPAC2 ag,HepG2 tox,ATXN2 expr inh,TGFb SMAD3 inh,IL2 activator,Nrf2 activator,A549 tox
COc1ccc(-c2nc3c4ccccc4n(CC(=O)Nc4ccc(C(C)=O)cc4)c(=O)n3n2)cc1,·,i,·,-4.5%,13.3%,-19.0%,·,-0.4%,3.3%
Cc1ccc(Cc2c(-c3ccc(C)cc3)nc3c(Cl)cc(C(F)(F)F)cn23)cc1,·,i,6.4%,-19.3%,16.1%,?,0.4,3.8%,·
CCCn1ccc2c(OCC(=O)Nc3ccccc3C(=O)OCC)cccc2c1=O,·,i,·,-30.0%,5.3%,-29.3%,·,-0.8%,-9.7%
COC(=O)c1ccc(C2Nc3ccc(/C(C)=N/NC(=O)C(OC)c4ccccc4)cc3C3C=CCC32)cc1 (stereo not drawn),-4.2%,i,3.2%,0.6%,0.0%,-3.7%,-0.4,2.1%,0.0%
COc1ccc([N+](=O)[O-])cc1NC(=O)C(C)Sc1nc(-c2ccccc2)cs1 (stereo not drawn),-15.4%,i,12.7%,35.9%,-20.9%,13.0%,-4.9,-0.3%,1.5%
CC1=Nc2ccc(C)cc2/C1=C/c1c(N)n2oc(C)cc2nc1=O,-8.9%&-4.4%,i,3.2%&12.8%,32.3%&25.9%,-17.4%&-7.1%,49.8%&32.3%[activator],0.8&17.9,0.4%&-0.5%,-1.5%&-4.2%
Cc1cc(C)c[n+](CC(=O)c2ccc(C)c([N+](=O)[O-])c2)c1,-17.3%,i,0.8%,-39.7%,36.8%,-24.9%,0.4,-0.8%,19.4%
COc1ccc(C(CNC(=O)c2cccc(NS(=O)(=O)c3ccc(Br)cc3)c2)N(C)C)cc1 (stereo not drawn),-14.6%,i,1.9%,7.08µM*,-34.8%,-19.5%,1.0,5.8%,-19.1%
CCCCOC(=O)c1cccc(NC(=O)/C=C/c2ccccc2Cl)c1,20.6µM*,·,·,-37.4%,·,?,·,-1.8%,-0.6%
COc1ccc(CNC(=O)COc2cccnc2[N+](=O)[O-])cc1,10.8%,i,0.8%,8.8%,3.4%,-1.6%,-2.5,0.1%,1.2%
COc1ccc(C(NC(=O)c2ccc(F)cc2)c2ccccc2)cc1 (stereo not drawn),-12.6%,i,8.5%,-44.9%,-14.6%,?,0.3,0.2%,-7.9%
Cc1ccc(C)c(N2CCN(C(=O)CN3CCSc4ccccc43)CC2)c1,·,i,·,-40.7%,-0.6%,?,·,1.0%,-17.2%

# Bioassay records from PubChem BioAssay.
